ASK1 primary: ASK1 kinase inhibitors, primary screen, biochemical, AlphaScreen. 0.99% of 22,000 active. Mitogen-activated protein kinase kinase kinase 5 (Homo sapiens), Q99683. inhibition, % at 7.44 µM. AlphaScreen MKK6 phosphorylation by ASK1, luminescence; in the data active = inhibition above about 35%;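 also: 0% = median of compound wells and 100% = no enzyme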
ULK1 primary: ULK1 kinase inhibitors, primary screen, biochemical, AlphaScreen; 1.9% of 30,000 active; AlphaScreen Atg13 phosphorylation by ULK1, luminescence; Serine/threonine-protein kinase ULK1 (Homo sapiens), O75385; inhibition, % at 5.96 µM; in the data active = inhibition above about 43%;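 also: 0% = median of compound wells and 100% = no enzyme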
* = called active by the depositor; x = not tested or not shown. Only part of the results is shown. The share of hits here may be higher or lower than overall.

#1 Nc1cc(=O)[nH]c(N)n1
#2 CCOCCOC(=O)/C=C/c1ccc(OC)cc1
#3 CN(C)CCOC(=O)C(c1ccccc1)C1(O)CCCC1 (stereo unspecified)
#4 CCCN(CCC)C(=O)C(CCC(=O)O)NC(=O)c1ccccc1 (stereo unspecified)
#5 O=C1c2c(O)cccc2C(C2OC(CO)[C@@H](O)[C@H](O)[C@H]2O)c2cc(CO)cc(O)c21 (stereo partly specified)
#6 Cc1cnc(NS(=O)(=O)c2ccc(N)cc2)nc1
#7 CN1CCN(c2cc3c(cc2F)c(=O)c(C(=O)O)cn3-c2ccc(F)cc2)CC1
#8 COc1ccc(S(=O)(=O)Nc2nnc(CC(C)C)s2)cc1
#9 CCCCCCCC/C=C/CCCCCCCCN
#10 C[C@@H]1CC(=O)NN=C1c1ccc(NN=C(C#N)C#N)cc1

screen / no. | 1 | 2 | 3 | 4 | 5 | 6 | 7 | 8 | 9 | 10
ASK1 primary | x | x | x | x | x | x | x | x | x | x
ULK1 primary | -6.8 | -11.4 | 6.1 | -5.6 | -1.3 | 5.5 | -9.8 | 1.0 | -5.8 | -23.5

Of the compounds above, these contain nitrogen in an aromatic ring.
#1 Nc1cc(=O)[nH]c(N)n1
#6 Cc1cnc(NS(=O)(=O)c2ccc(N)cc2)nc1
#7 CN1CCN(c2cc3c(cc2F)c(=O)c(C(=O)O)cn3-c2ccc(F)cc2)CC1
#8 COc1ccc(S(=O)(=O)Nc2nnc(CC(C)C)s2)cc1

screen / no. | 1 | 6 | 7 | 8
ASK1 primary | x | x | x | x
ULK1 primary | -6.8 | 5.5 | -9.8 | 1.0

The listing continues:
#11 OCC(O)CN1CCN(c2ccccc2)CC1 (stereo unspecified)
#12 CCC12CCCN3CCc4c(n(c5ccccc45)C(O)(C(=O)OC)C1)C32 (stereo unspecified)
#13 O=C(O)c1c(O)c(-c2ccccc2)nc2ccccc12
#14 Cc1c(C(C)C)c(=O)n(-c2ccccc2)n1C
#15 Cc1cn([C@H]2C[C@H](O)[C@@H](CO)O2)c(=O)[nH]c1=O
#16 C#C[C@]1(OC(C)=O)CCC2C3CCC4=C/C(=N/O)CCC4C3CC[C@@]21CC (stereo partly specified)
#17 CC(=O)N(CC(O)CO)c1c(I)c(C(=O)NCC(O)CO)c(I)c(C(=O)NCC(O)CO)c1I (stereo unspecified)
#18 Cc1ccc(Nc2c(F)cccc2Cl)c(CC(=O)O)c1
#19 CN(C)CCC[C@@]1(c2ccc(F)cc2)OCc2cc(C#N)ccc21
#20 CCCCOC(=O)c1ccc(N)cc1

screen / no. | 11 | 12 | 13 | 14 | 15 | 16 | 17 | 18 | 19 | 20
ASK1 primary | x | x | x | x | x | x | x | x | x | x
ULK1 primary | -5.2 | -10.5 | -12.6 | 1.4 | -6.6 | -14.9 | 7.9 | -5.5 | -4.5 | -2.6

#21 Cc1nc2c([nH]1)c(=O)n(C)c(=O)n2Cc1ccco1
#22 COC(=O)c1cc(S(C)(=O)=O)ccc1OC
#23 CN1CCN(CCCN2c3ccccc3Sc3ccc(S(=O)(=O)N(C)C)cc32)CC1
#24 O=C(NCCN1CCOCC1)c1ccc(Cl)cc1
#25 O=C(O)CCCCCCCC(=O)O
#26 CN1CCN(c2c(F)cc3c(=O)c(C(=O)O)cn4c3c2SCC4)CC1
#27 CN1CCC(=C2c3ccccc3CC(=O)c3sccc32)CC1
#28 CN1CCN(C(=O)C2CCCCC2)CC1
#29 CCN1CC(CCN2CCOCC2)C(c2ccccc2)(c2ccccc2)C1=O (stereo unspecified)
#30 Cc1oncc1C(=O)Nc1ccc(C(F)(F)F)cc1

screen / no. | 21 | 22 | 23 | 24 | 25 | 26 | 27 | 28 | 29 | 30
ASK1 primary | x | x | x | x | x | x | x | x | x | x
ULK1 primary | -0.2 | 0.2 | 11.1 | -15.2 | -9.7 | -6.8 | 9.1 | -15.1 | 3.5 | -1.9

#31 CN=C(N)NC(=O)Nc1c(C)cccc1C
#32 Cc1ccc(C(=O)C(C)CN2CCCCC2)cc1 (stereo unspecified)
#33 CCOC(=O)Nc1ccc2c(c1)N(C(=O)CCN1CCOCC1)c1ccccc1S2
#34 COc1cc2[nH]c(=O)[nH]c(=O)c2cc1OC
#35 CC1(C)Oc2ccc(C#N)cc2[C@@H](N2CCCC2=O)[C@@H]1O
#36 CCCC(=O)Nc1ccc(O)c(C(C)=O)c1
#37 C#C[C@]1(O)CC[C@H]2[C@@H]3CCC4=CC(=O)CC[C@@H]4[C@H]3CC[C@@]21CC
#38 COc1cc(C)nc(-n2nc(C)cc2OC)n1
#39 C[C@@H](N)c1ccc(C(=O)NC2CCNCC2)cc1
#40 CC1CCc2c(N3CCC(O)CC3)c(F)cc3c(=O)c(C(=O)O)cn1c23 (stereo unspecified)

screen / no. | 31 | 32 | 33 | 34 | 35 | 36 | 37 | 38 | 39 | 40
ASK1 primary | x | x | x | x | x | x | x | x | 2.7 | x
ULK1 primary | -21.1 | 0.3 | 2.8 | -9.7 | 4.2 | -8.9 | -7.7 | -10.9 | 2.7 | 3.6

#41 OCCOCCOCCO
#42 O=C(c1ccccc1)c1ccc2n1CCC2C(=O)O (stereo unspecified)
#43 Nc1ncnc(Nc2ccccc2)n1
#44 C[C@H]1c2cccc(O)c2C(O)=C2C(=O)[C@]3(O)C(O)=C(C(N)=O)C(=O)[C@@H](N(C)C)[C@@H]3[C@@H](O)[C@@H]21
#45 NC(=O)NC(=O)Cc1ccccc1
#46 CCC(Cc1c(I)cc(I)c(N)c1I)C(=O)O (stereo unspecified)
#47 COc1cc(C(=O)NCCCCCC(=O)O)cc(OC)c1OC
#48 NC(=O)c1ccc([N+](=O)[O-])cc1Cl
#49 CCCCCCCCCC(=O)O
#50 Cc1ccsc1/C=C/C1=NCCCN1C

screen / no. | 41 | 42 | 43 | 44 | 45 | 46 | 47 | 48 | 49 | 50
ASK1 primary | x | x | x | x | x | x | x | x | x | x
ULK1 primary | 7.7 | -0.2 | 3.8 | 52.0* | -1.5 | 4.6 | -11.4 | -4.7 | -12.1 | 2.2

#51 CN1C(=O)CC(C)(c2ccccc2)C1=O (stereo unspecified)
#52 CCN(CC)S(=O)(=O)c1ccc(C(=O)O)cc1
#53 O=C(Nc1ccc([N+](=O)[O-])cc1)Nc1ccc([N+](=O)[O-])cc1
#54 COc1c(O)cc2c(c1O)[C@@H]1O[C@H](CO)[C@@H](O)[C@H](O)[C@H]1OC2=O
#55 CCN(CC)CCOC(=O)C(c1ccccc1)c1ccccc1
#56 CCOC(=O)Nc1ccc(NCc2ccc(F)cc2)nc1N
#57 COC(=O)Nc1nc2ccc(C(=O)C3CC3)cc2[nH]1
#58 CN(C)C(=N)N=C(N)N
#59 OCCOCCN1CCN(C(c2ccccc2)c2ccc(Cl)cc2)CC1 (stereo unspecified)
#60 CCOc1c(N2CCOCC2)cnn(C)c1=O

screen / no. | 51 | 52 | 53 | 54 | 55 | 56 | 57 | 58 | 59 | 60
ASK1 primary | x | x | x | x | x | x | x | x | x | x
ULK1 primary | 3.1 | 16.6 | -19.5 | -7.7 | 9.2 | 11.6 | 24.8 | 3.9 | 3.6 | 1.3

Of the compounds above, these have a nitro group on carbon.
#48 NC(=O)c1ccc([N+](=O)[O-])cc1Cl
#53 O=C(Nc1ccc([N+](=O)[O-])cc1)Nc1ccc([N+](=O)[O-])cc1

screen / no. | 48 | 53
ASK1 primary | x | x
ULK1 primary | -4.7 | -19.5

Next compounds follow.
#61 CC(C)(C(=O)c1cccnc1)c1cccnc1
#62 COc1ccccc1OC(=O)Oc1ccccc1OC
#63 O=C1CCc2cc(OCCCCc3nnnn3C3CCCCC3)ccc2N1
#64 CN(CCOc1ccc(NS(C)(=O)=O)cc1)CCc1ccc(NS(C)(=O)=O)cc1
#65 COC(=O)Nc1nc2ccc(S(=O)c3ccccc3)cc2[nH]1 (stereo unspecified)
#66 CCCc1ncc(C(=O)O)s1
#67 O=C(OC1C[C@@H]2CC3C[C@H](C1)N2CC3=O)c1c[nH]c2ccccc12 (stereo partly specified)
#68 CCCc1cc(C(N)=S)ccn1

screen / no. | 61 | 62 | 63 | 64 | 65 | 66 | 67 | 68
ASK1 primary | x | x | x | x | x | x | x | x
ULK1 primary | 0.2 | -5.1 | -15.7 | 2.6 | 16.4 | 0.9 | -1.6 | -9.1

From compound 61 as far as 65, as listed above:
#61 CC(C)(C(=O)c1cccnc1)c1cccnc1
#62 COc1ccccc1OC(=O)Oc1ccccc1OC
#63 O=C1CCc2cc(OCCCCc3nnnn3C3CCCCC3)ccc2N1
#64 CN(CCOc1ccc(NS(C)(=O)=O)cc1)CCc1ccc(NS(C)(=O)=O)cc1
#65 COC(=O)Nc1nc2ccc(S(=O)c3ccccc3)cc2[nH]1 (stereo unspecified)

screen / no. | 61 | 62 | 63 | 64 | 65
ASK1 primary | x | x | x | x | x
ULK1 primary | 0.2 | -5.1 | -15.7 | 2.6 | 16.4

Screens (PubChem)
